Screening data as filed in PubChem BioAssay.
BAP1 inh: inhibitors of human BAP1 deubiquitinase | recombinant BAP1, Ub-AMC hydrolysis fluorescence kinetic; active compounds read low | activity remaining (% of control), % at 20 µM | 0.48% of 72,000 active;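 active means activity remaining at or below 50% of control, provided the compound also passes the data quality filters; inactive means the rest, including low values that fail the filters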;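 further: 100% = DMSO wells rate and 0% = substrate alone blank rate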
Target sequence (Q92560 whole entry, looked up): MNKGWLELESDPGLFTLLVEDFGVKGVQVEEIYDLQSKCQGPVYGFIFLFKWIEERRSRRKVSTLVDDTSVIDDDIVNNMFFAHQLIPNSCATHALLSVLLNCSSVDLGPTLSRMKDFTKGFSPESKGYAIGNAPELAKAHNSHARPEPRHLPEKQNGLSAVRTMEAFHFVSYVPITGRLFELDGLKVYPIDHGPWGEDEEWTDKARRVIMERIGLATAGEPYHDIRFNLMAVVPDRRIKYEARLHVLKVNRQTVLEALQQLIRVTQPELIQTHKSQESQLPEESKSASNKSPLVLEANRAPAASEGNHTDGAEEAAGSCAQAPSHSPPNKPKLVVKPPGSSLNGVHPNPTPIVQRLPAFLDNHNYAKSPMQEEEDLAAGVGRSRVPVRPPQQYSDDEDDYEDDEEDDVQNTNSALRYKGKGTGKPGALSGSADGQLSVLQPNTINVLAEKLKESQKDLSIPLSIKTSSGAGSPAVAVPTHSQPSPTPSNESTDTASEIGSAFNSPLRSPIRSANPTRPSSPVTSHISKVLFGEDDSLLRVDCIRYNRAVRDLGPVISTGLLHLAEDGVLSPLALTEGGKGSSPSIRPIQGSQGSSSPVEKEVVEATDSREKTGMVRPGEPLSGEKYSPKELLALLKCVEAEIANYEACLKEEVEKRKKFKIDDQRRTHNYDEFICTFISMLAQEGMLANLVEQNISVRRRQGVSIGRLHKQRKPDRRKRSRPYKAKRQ
HePTP inh: inhibitors of human HePTP phosphatase | P35236 | recombinant HePTP phosphatase activity, OD absorbance | inhibition, % at 20 µM | 0.64% of 110,000 active; in the data active means inhibition above about 50%;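 further: plate controls were vehicle for no effect and reference inhibitor for full effect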
Target sequence (P35236 whole entry, looked up): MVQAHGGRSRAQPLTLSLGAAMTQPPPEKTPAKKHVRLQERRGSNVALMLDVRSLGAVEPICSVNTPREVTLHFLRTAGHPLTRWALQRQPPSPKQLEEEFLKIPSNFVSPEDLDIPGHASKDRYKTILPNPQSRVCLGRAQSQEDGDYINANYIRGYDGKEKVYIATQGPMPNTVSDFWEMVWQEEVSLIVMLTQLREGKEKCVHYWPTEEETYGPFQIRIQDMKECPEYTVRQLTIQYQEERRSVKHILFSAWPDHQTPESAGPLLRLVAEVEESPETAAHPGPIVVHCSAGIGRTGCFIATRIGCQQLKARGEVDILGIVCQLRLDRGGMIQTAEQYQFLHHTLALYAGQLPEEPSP
The depositor's hits bear a star; . = no result given; & = joins results of further samples.

BAP1 inh	HePTP inh	SMILES
53	-8	O=C(NCc1cccnc1)c1cc(S(=O)(=O)N2CCCCC2)ccc1Cl
.	0	Cc1ccccc1NC(=O)C(=O)NCc1ccc(Cl)cc1
78	.	O=C(Nc1ccc(-c2nc3ccccc3[nH]2)cc1)c1ccc(C(=O)c2ccccc2)cc1
80	.	O=C(NCCOc1ccccc1Cl)c1ccc2ccccc2n1
102	11	CC1CCCCN1C(=O)CSc1nnc(-c2cccnc2)n1C1CCCCC1 (stereo not drawn)
95	-2	CCOC(=O)c1c(C)n(C)c2ccc(O)c(CN3CCN(C)CC3)c12
.	11	C=CCOc1cccc(/C=N/NC(=O)C(=O)Nc2ccc(OC)cc2OC)c1
107	-6	COCC(C)n1c(C)cc(C(=O)COC(=O)c2ccc(N3CCCC3=O)cc2)c1C (stereo not drawn)
110	-2	NC(=O)c1ccc(NS(=O)(=O)c2ccccc2F)cc1
.	-3	COc1cc(OC)c(/C=C2\C(=O)NC(=O)N(c3cccc(C)c3)C2=O)cc1Br

5 successive records already listed, quoted:
BAP1 inh	HePTP inh	SMILES
53	-8	O=C(NCc1cccnc1)c1cc(S(=O)(=O)N2CCCCC2)ccc1Cl
.	0	Cc1ccccc1NC(=O)C(=O)NCc1ccc(Cl)cc1
78	.	O=C(Nc1ccc(-c2nc3ccccc3[nH]2)cc1)c1ccc(C(=O)c2ccccc2)cc1
80	.	O=C(NCCOc1ccccc1Cl)c1ccc2ccccc2n1
102	11	CC1CCCCN1C(=O)CSc1nnc(-c2cccnc2)n1C1CCCCC1 (stereo not drawn)

(list continues)
BAP1 inh	HePTP inh	SMILES
84	4	COC(=O)c1cc(=O)n(Cc2ccc3c(c2)OCO3)c(=Nc2ccccc2)s1
.	2	Cc1c(C(=O)OC(C)C)sc(NC(=O)c2cccc(Cl)c2)c1C#N
.	2	COc1ccc(OC)c(Nc2nc3nonc3nc2N2CCCCC2)c1
.	2	CCOC(=O)C(CCCCCOc1ccccc1F)C(=O)OCC
91	-7	COc1ccc(C(C)(C)C)cc1NC(=O)c1ccoc1C
66	10	Cc1ccc(-n2ncc3c2ncn2nc(-c4ccco4)nc32)c(C)c1
.	6	O=c1oc(-c2ccccc2[N+](=O)[O-])nc2ccccc12
.	6	CC1CCN(CCOCCOc2ccc(F)cc2)CC1
.	2	Cc1ccccc1N1C(=O)/C(=C/c2cc(C)n(-c3cccnc3)c2C)C(=O)NC1=S
.	9	CCOC(=O)CSc1nnc(Cn2nnc(-c3ccccc3)n2)n1CC

Looked up above.
O=c1oc(-c2ccccc2[N+](=O)[O-])nc2ccccc12 @ HePTP inh: 6
Cc1ccc(-n2ncc3c2ncn2nc(-c4ccco4)nc32)c(C)c1 @ HePTP inh: 10

The listing continues.
BAP1 inh	HePTP inh	SMILES
59	-1	Cn1nc(C(=O)N2CCOCC2)c2ccccc2c1=O
.	-9	CC(=O)Nc1ncc(Cc2ccc(F)cc2)s1
92	-1	Cc1nc2ncnn2c(N2CCC(C(=O)NC3CCCC3)CC2)c1Cc1ccccc1
92	-5	NC(=O)COc1ccc(C2c3c(oc4ccccc4c3=O)C(=O)N2CC2CCCO2)cc1 (stereo not drawn)
99	11&-14	CCOC(=O)N1CCN(c2nc(=S)n(-c3ccccc3)c(C)c2C(C)=O)CC1
.	-10	CCOc1ccc(NC(=O)c2c(NC(=O)c3cccnc3)sc3c2CCC3)cc1
110	10	Cc1c(NS(=O)(=O)c2ccc3c(c2)n(C)c(=O)n3C)c(=O)n(-c2ccccc2)n1C
93	5	CN(C)S(=O)(=O)c1ccc(-c2ccccc2)cc1
.	-7	Cc1c(-n2c(O)c(C3=c4ccccc4=NC3=O)sc2=O)c(=O)n(-c2ccccc2)n1C
98	1	CCS(=O)(=O)N1CCCC(C(=O)NCc2ccccc2Cl)C1 (stereo not drawn)
.	3	COc1ccccc1N1CCN(c2nc(C)nc3c2oc2ccccc23)CC1
.	-21	Cc1ccccc1NC(=S)NC(=O)C12CC3CC(CC(C3)C1)C2
.	-10	CCOc1ccc2nc(SCC(=O)c3ccccc3)sc2c1
118	.	CC(C)c1ccccc1NC(=O)c1ccccc1
98	5	COc1ccccc1N1CCN(C(=O)Cn2nnc(-c3ccncc3)n2)CC1
92	-1	CN(C)c1ccc(C2N(c3cccc(Cl)c3)C(=O)C3CCCN32)cc1 (stereo not drawn)
.	-6	O=C(c1ccc(Br)cc1)N1CCC(c2ccccc2)C1 (stereo not drawn)
104	9	CCOC(=O)NC(NC(=O)OCC)C(=O)c1ccccc1
116	7	Nc1ccc(C(=O)OCc2nc3ccccc3[nH]2)cc1
175	9	COc1ccc2nc3oc(C(=O)N4CCC(C(N)=O)CC4)cc3cc2c1
97	6	CCOc1ccc(NC(=O)CN2C(=O)COc3ccc(Cl)cc32)cc1
104	-10	COC(=O)c1[nH]c2cccc(C)c2c1NC(=O)CN1CCCc2ccccc21
96	1	Cc1c(Br)c(=O)[nH]c(=O)n1COCc1ccccc1
97	5	O=C(C1COc2ccccc2O1)N1CCN(c2ccccc2F)CC1 (stereo not drawn)
116	8	Cn1c(=O)c2c3c(sc2n2c(SCC(N)=O)nnc12)CC(C(C)(C)C)CC3 (stereo not drawn)
123	-1	COCCNCC(=O)C12CC3CC(CC(C3)C1)C2
104	6	Nc1ccc(S(=O)(=O)c2cccc(N)c2)cc1
.	-13	COc1ccc(C(=O)/C=C/Nc2ccc(S(=O)(=O)N=C(N)N)cc2)cc1OC
101	1	CCOC(=O)c1cccc(NC(=O)CSc2nnc(-c3cccnc3)n2CC)c1
97	.	CC(C)C(=O)N1c2ccccc2NC2=C(C(=O)CC(C)(C)C2)C1c1ccc([N+](=O)[O-])cc1 (stereo not drawn)
.	16	O=C(/C=C/c1ccc(-c2ccc(Cl)cc2Cl)o1)c1ccco1
.	6	O=C(CSc1ncnc2sc3c(c12)CCCC3)N1CCC(c2noc3ccc(F)cc23)CC1
65	8	COc1ccc(-c2cc(C(=O)N3CC4(C)CC3CC(C)(C)C4)no2)cc1 (stereo not drawn)
95	4	COc1cc2cc(C(=O)O)n(C)c2c(OC)c1OC
.	-5	CC1(C)Cc2c(sc3nc(Nc4ccccc4)n(N)c(=O)c23)CO1
106&165	-1	CCCOC(=O)Cc1n[nH]c(=O)[nH]c1=O
.	6	CCn1c(Cc2ccccc2)nnc1SCC(=O)Nc1ccc2c(c1)OCCO2
.	-4	COc1ccc(OC)c(NC(=S)NC(=O)/C=C/c2ccccc2)c1
.	9	O=C1C2C3c4ccccc4C(c4ccccc43)C2C(=O)N1C12CC3CC(CC(C3)C1)C2 (stereo not drawn)
68	4	CCOC(=O)N1CCN(S(=O)(=O)c2ccc(OCC)c(C)c2)CC1
89	5	COc1ccccc1-c1cc(N)n(S(=O)(=O)c2ccc(F)c(C)c2)n1
93	-1	COC(=O)CN1C(=O)CSc2ncccc21
102	-11	COc1cc(C(=S)N2CCCC2)ccc1O
.	-4	NC(=O)c1ccccc1NC(=O)COc1cccc2ccccc12
84	5	CC(C)CNc1nc(Oc2ccc(=O)n(C)n2)nc(N2CCOCC2)n1
.	4	Cc1ccc(-n2nnnc2SCC(=O)c2cc(C)n(-c3cc(C)on3)c2C)cc1
.	-1	O=[N+]([O-])c1ccc(-c2nc(-c3ccc(C(F)(F)F)cc3)no2)cc1
.	3	O=C1c2ccccc2C(=O)N1CCc1nc2ccccc2c(=O)n1-c1ccc(Br)cn1
.	-2	Cc1nc2sccn2c1C(=O)N/N=C/c1ccccc1O
110	8	Cn1c(=O)cc(OCCCC(=O)N2CCN(Cc3ccc4c(c3)OCO4)CC2)c2ccccc21

(cont.)
BAP1 inh	HePTP inh	SMILES
262	.	Clc1cccc(-c2nc3ccccc3c3nc4ccccc4n23)c1
.	0	CC(=O)Nc1ccc(N/C=C/C(=O)c2ccccc2)cc1
93	3	Clc1ccc(-c2nn3c(-c4ccncc4)nnc3s2)c(Cl)c1
.	-14	COc1cccc(CNc2ccc3c(c2)nc(C)n3C)c1OC
.	8	COc1ccc(C(=O)N2CCCN(C(=O)c3ccc(OC)cc3)CC2)cc1
.	-2	O=C(NCc1ccc(Cl)cc1)C(=O)NN=C1CCCCC1
.	5	COc1ccccc1NC(=O)c1ccn(C(=O)c2cccc(I)c2)n1
107	4	CC(=O)Nc1cccc(OC(=O)N2CCOCC2)c1
.	-3	Cc1cc(OCC(=O)Nc2ccc(F)c([N+](=O)[O-])c2)ccc1Cl
170	8	O=C(CSc1nc2sc3c(c2c(=O)[nH]1)CCCC3)NCc1ccccn1

Reprinted from the part before: two compounds; new compounds follow.
BAP1 inh	HePTP inh	SMILES
.	-3	Cc1cc(OCC(=O)Nc2ccc(F)c([N+](=O)[O-])c2)ccc1Cl
170	8	O=C(CSc1nc2sc3c(c2c(=O)[nH]1)CCCC3)NCc1ccccn1
.	0	CCOc1ccccc1C=Nc1ccc(C(N)=O)cc1
127	2	CCN(CC)CCNc1ncnc2c1[nH]c1ccc(OC)cc12
.	3	CC1(C)Cc2c(sc3nc(CC(N)=O)n(Cc4ccccc4)c(=O)c23)CO1
.	-5	CCOc1ccc(-c2cc(C(=O)NC(C)C)c3ccccc3n2)cc1
87	1	Cc1ccc(Cn2nnc3c(=O)[nH]c(C(=O)NCc4ccco4)nc32)cc1
.	6	COC(=O)COc1ccc(/C=C2\C(=O)NC(=S)N(c3ccc(F)cc3)C2=O)cc1OC
71	7	O=S(=O)(c1ccccc1)N(Cc1nc(-c2ccccc2)no1)C1CCCCC1
91	.	COc1ccc(OC)c(NC(=O)c2ccc(Br)o2)c1
84	8&-5	COc1ccccc1/C=N/n1cnnc1
.	6	COc1cccc(C2C(C#N)=C(C)NC3=C2C(=O)CC(c2ccccc2)C3)c1OC (stereo not drawn)
.	-9	O=C(CN1C(=O)/C(=C/c2ccccc2)SC1=S)Nc1cccc(O)c1
.	0	COc1ccccc1OCCCCCCN1CCCC1
.	3	CCCCNC(=O)Nc1ccc(Br)cn1
.	3	Cc1ccc(S(=O)(=O)Nc2cc(-c3ccc(F)cc3)[nH]n2)cc1
87	7	O=C(CC1C(=O)OCN1C(=O)OCc1ccccc1)OCC(=O)c1ccccc1 (stereo not drawn)
120	.	Cc1cc(Cl)ccc1OC(=O)c1cc2ccccc2oc1=O
93	5	CCOC(=O)N1CCN(C(=O)CS(=O)(=O)c2cn(Cc3ccc(F)cc3)c3ccccc23)CC1
76	-1	C=CCn1c(=O)c(C(=O)Nc2nnc(C)s2)c(O)c2ccccc21
.	69*	COC(=O)c1ccc(NC(=O)Cn2nc(C)c3ccccc3c2=O)cc1
92	-4	COC(=O)c1[nH]c2ccc(Cl)cc2c1NC(=O)C1CC1

2 of these compounds in a different format.
compound | BAP1 inh | HePTP inh
COc1ccccc1OCCCCCCN1CCCC1 | . | 0
COC(=O)c1ccc(NC(=O)Cn2nc(C)c3ccccc3c2=O)cc1 | . | 69*

The listing continues:
BAP1 inh	HePTP inh	SMILES
.	-7	COc1ccc(OC)c(NC(=O)CN(c2ccc(Br)cc2)S(C)(=O)=O)c1
.	4	O=C(CN(c1cccc([N+](=O)[O-])c1)S(=O)(=O)c1ccccc1)Nc1ccc(F)c(Cl)c1
117	-10	Cn1c(SCc2nnc(-c3ccccc3Br)o2)nc2sc3c(c2c1=O)CCC3
.	-13	O=c1cc(-c2ccccc2)[nH]n1-c1ccc([N+](=O)[O-])cc1
.	13	Nc1c(C(=O)NCCN2CCOCC2)c2nc3ccccc3nc2n1CCc1ccccc1
99	5	CC(C)c1nc2oc3c(=O)[nH]cnc3c2c2c1CCC2
.	4	O=C(CN(c1ccccc1)S(=O)(=O)c1ccccc1)NCCSc1ccccn1
92	4&10	CCC(=O)N1CC23C=CC(CC2CC12CCCCC2)O3 (stereo not drawn)
.	-3	COC(=O)c1cc(NC(=O)c2cc(Br)ccc2OC)cc(C(=O)OC)c1
68	10	O=C(O)CCc1ccc(-c2cccs2)n1NC(=O)c1ccc(O)cc1
98	6	CN(Cc1cccs1)C(=O)COc1ccc(-c2nnco2)cc1
.	7	O=C(Nc1ncc(Cc2cccc(Cl)c2Cl)s1)C1CC1
81	-8	CC1(C(=O)CSc2nc3ccccc3[nH]2)CCC(=O)O1 (stereo not drawn)
99	0	Cn1cnnc1SCC(=O)c1ccc2c(c1)CCCC2
.	-23	Cc1ccc(/C(O)=C/C(=O)C(=O)NCc2ccccc2)cc1
96	2	COc1ccc(CCn2nnnc2C(CC(C)C)N2CCC(C(N)=O)CC2)cc1OC (stereo not drawn)
62	.	COc1cccc(C(=O)Nc2ccc(Cl)c([N+](=O)[O-])c2)c1
86	-1	O=C1N[C@@H](Cc2cnc[nH]2)C(=O)N2CCC[C@@H]12
103	2	COC(=O)Cc1c(C)nc2nc(NCc3ccc(Cl)cc3)[nH]n2c1=O
152	-4	CN1CCN(CC(=O)Nc2ccc(Oc3ccccc3)cc2)CC1
130	11	CCn1c(COc2ccccc2)nnc1SCC(=O)CC(=O)Nc1ccccc1OC
109	3	CCn1cc(C(=O)N2CCN(C3CCCCC3)CC2)c2cc(OC)c(OC)cc2c1=O
105	0	Cc1ccc(-c2csc(N3CCC(C(N)=O)(N4CCCCC4)CC3)n2)cc1
94	-7	CCOC(=O)c1c(NC(=O)CSc2nnc(CNC(=O)c3ccco3)n2C)sc2c1CCC2
.	2	CCOc1ccc(NC(=O)c2ccc(C)c([N+](=O)[O-])c2)cc1
.	-4	Cc1cc(NC(=O)c2ccc(C)c(C)c2)no1
.	7	CCOc1ccccc1C(=O)Nc1cc(Cl)ccc1C
96	13	COc1cccc(-c2cc(C(=O)N3CCCc4ccccc43)no2)c1
.	10	CCOC(=O)c1cnc(Sc2ccc([N+](=O)[O-])cc2[N+](=O)[O-])nc1N
.	-11	CCOC(=O)C1=C(C)N=c2s/c(=C\c3ccccc3F)c(=O)n2C1c1ccc(OC)cc1 (stereo not drawn)
147	-2	O=C(O)c1ccc(Cl)cc1NC(=O)C1CCCO1 (stereo not drawn)
95	8	O=C(O)C1C2C=CC3(CN(Cc4ccncc4)C(=O)C13)O2 (stereo not drawn)
